High-throughput results: PubChem, National Center for Advancing Translational Sciences (NCATS)
RGS12 GoLoco inh: blocks human Gai1 binding to RGS12 GoLoco peptide, red readout. Gai1:RGS12 GoLoco peptide FP, rhodamine, 10 min. actives 0.44% (n = 230,000). Potency, µM (titrated, usually from 61.6 µM), for inactives: top-dose activity, negative = inhibition, most hits filed as inhibitors. P63096; active = well fitted inhibition curve with a large enough effect, not every such curve was filed as active; inactive = no such curve, though single readings can be large or run the other way; also: nearly all actives have a fitted effect of over 30% in size; many of its hits are not listed in these tables
Target sequence (P63096 whole entry, looked up): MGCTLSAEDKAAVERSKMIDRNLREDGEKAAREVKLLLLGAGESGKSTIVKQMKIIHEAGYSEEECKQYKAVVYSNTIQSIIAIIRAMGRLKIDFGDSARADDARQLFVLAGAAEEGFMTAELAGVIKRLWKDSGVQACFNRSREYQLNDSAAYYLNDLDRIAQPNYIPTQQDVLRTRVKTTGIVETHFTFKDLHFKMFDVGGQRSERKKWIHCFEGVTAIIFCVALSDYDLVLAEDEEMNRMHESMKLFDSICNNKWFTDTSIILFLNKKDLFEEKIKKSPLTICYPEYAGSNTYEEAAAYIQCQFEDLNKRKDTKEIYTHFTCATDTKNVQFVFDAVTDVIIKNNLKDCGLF
L3MBTL1 inh: L3MBTL1 (human) inhibition. Q9Y468. AlphaScreen L3MBTL1–H3K9me1 peptide binding. Potency, µM (titrated, usually from 57.1 µM), for inactives: at the top dose activity, negative = inhibition, usual class: inhibitors. actives 0.66% (n = 230,000); also: nearly all actives have a fitted effect of over 60% in size
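AlphaScreen assay: L3MBTL1 (50 nM final) was preincubated 30 min at room temperature with biotinylated H3(1-15)K9me1 peptide (75 nM final), then 30 min with library compounds; streptavidin donor and nickel chelate acceptor beads (10 ug/mL final) added, 30 min dark.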
TR SRC2 fluor cs: alters Texas Red total fluorescence, flagging assay interference. TRb/SRC2 Texas Red total fluorescence interference. Potency, µM (doses to about 106 µM), inactives show top-dose fluorescence change, negative = quenching. actives 0.29% (n = 280,000). AID 1479; active = well fitted curve in either direction with a large enough effect; inconclusive = small, poorly fitted or top-dose-only effect
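Human TRβ ligand-binding domain (0.6 uM) and Texas Red SRC2 peptide (20 nM) in Tris buffer with 1 uM T3 and 5% DMSO were incubated with pinned compound for 5 hr at ambient temperature. Total fluorescence was computed as S + 2P (555/632 nm).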
TRb-SRC2 inh: inhibitors of human thyroid hormone receptor beta-SRC2 interaction | TRbeta-SRC2 peptide binding, fluorescence polarization; receptor liganded with 1 µM T3 | Potency, µM (top dose mostly 106 µM), for inactives: at the top dose activity change, negative = inhibition, actives largely listed as inhibitors | actives 0.065% (n = 280,000) | P10828 | AID 1469;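 also: plate controls were bound peptide for no effect and peptide without receptor for full effect; nearly all actives have a fitted effect of over 50% in size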
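TRb LBD 0.6 uM + Texas Red SRC2 peptide 20 nM, 1 uM T3, Tris buffer w/ 5% DMSO; compound pinned, 5 h RT; FP read ex 555/em 632; normalized to unbound and bound controls.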
JMJD2E inh: inhibitors of human JMJD2E histone demethylase; B2RXH2; JMJD2E catalytic domain, FDH-coupled NADH fluorescence (FDH is formaldehyde dehydrogenase); Potency, µM (doses to about 57.1 µM), for inactives: at the top dose activity change, negative = inhibition, usual class: inhibitors; actives 1.6% (n = 230,000); AID 2147; active = well fitted inhibition curve with a large enough effect, not every such curve was filed as active; inconclusive = small, poorly fitted or top-dose-only effect, or another doubt; inactive = no such curve, though single readings can be large or run the other way;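 also: 0% = wells with enzyme and -100% = buffer wells without enzyme; nearly all actives have a fitted effect of over 50% in size; many of its hits are not listed in these tables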
Tau ThT inhib: blocks human tau fibril formation measured by thioflavin T. recombinant tau K18 P301L (four-repeat tau fragment), heparin-induced fibrillization, ThT fluorescence. Potency, µM (top dose mostly 57.4 µM), for inactives: at the highest dose activity, negative = inhibition, actives largely listed as inhibitors. actives 2.1% (n = 270,000); also: nearly all actives have a fitted effect of over 55% in size
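K18 P301L tau (15 uM + 0.24 uM Alexa 594-tagged), heparin 20 uM, NaOAc pH 7, 6 h 37 C; ThT 30 uM, 1 h RT, ex 450/em 510 nm.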
Tau FP inhib: blocks human tau fibril formation measured by polarization; P10636; K18 P301L tau heparin fibrillization, Alexa594 FP, 6 h; Potency, µM (top dose mostly 57.7 µM), for the others: at the top dose activity, negative = inhibition, most hits filed as inhibitors; actives 0.39% (n = 280,000); also: nearly all actives have a fitted effect of over 55% in size
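Quantitative HTS format: compounds meet 15 uM recombinant K18 P301L tau and Alexa 594-tau tracer in 100 mM sodium acetate pH 7; 20 uM heparin triggers fibrillization at 37 C over 6 hr; FP gives the signal.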
RECQ1 helicase: RECQ1 (human) helicase inhibition | RECQ1 DNA unwinding, red fluorescence kinetic read | Potency, µM (doses to about 57.3 µM), for the others: at the highest dose activity, negative = inhibition, actives largely listed as inhibitors | actives 0.54% (n = 240,000);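 also: plate controls were vehicle for no effect and no enzyme for full effect; nearly all actives have a fitted effect of over 30% in size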
Target sequence (P46063 whole entry, looked up): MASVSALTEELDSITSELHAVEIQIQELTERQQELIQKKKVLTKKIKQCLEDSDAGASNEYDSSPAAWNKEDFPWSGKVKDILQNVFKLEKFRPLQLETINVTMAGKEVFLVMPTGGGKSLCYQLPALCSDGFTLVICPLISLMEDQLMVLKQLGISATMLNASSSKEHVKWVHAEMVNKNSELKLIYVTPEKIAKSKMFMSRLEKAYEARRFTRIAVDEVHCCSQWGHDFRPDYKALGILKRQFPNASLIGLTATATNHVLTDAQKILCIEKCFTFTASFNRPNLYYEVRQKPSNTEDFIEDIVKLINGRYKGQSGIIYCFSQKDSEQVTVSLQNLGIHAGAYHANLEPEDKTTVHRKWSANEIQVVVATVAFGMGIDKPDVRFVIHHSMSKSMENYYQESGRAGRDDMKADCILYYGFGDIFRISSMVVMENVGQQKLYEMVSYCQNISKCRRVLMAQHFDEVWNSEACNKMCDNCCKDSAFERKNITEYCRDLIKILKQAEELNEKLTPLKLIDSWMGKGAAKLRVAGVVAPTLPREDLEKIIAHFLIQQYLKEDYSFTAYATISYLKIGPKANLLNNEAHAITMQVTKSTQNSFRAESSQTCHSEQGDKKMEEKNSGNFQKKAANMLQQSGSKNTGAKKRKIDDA
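50 nM RECQ1T1 preincubated 15 min with compound in Tris pH 8.0 buffer with MgCl2, DTT, Tween-20 and 2.5 ug/ml poly(dI-dC); started with 200 nM TAMRA/BHQ-2 forked duplex and 2 mM ATP. Unwinding read as fluorescence (525/598 nm), two reads 2 h apart.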
* = called active by the depositor; i = inactive; ? = inconclusive; . = not tested or not shown; [ ] = another dose, or the depositor's remark. Unless noted, calls follow the shape of the dose curve; as a rule, active = well fitted curve in the direction sought with a large enough effect; inconclusive = small, poorly fitted or top-dose-only effect, or another doubt; inactive = no such curve, though single readings can be large; an effect the other way counts as inactive or inconclusive. Unless noted, % is scaled to controls: 0 for no effect and ±100 for the full control effect; potency is read from the fitted curve at half-maximal effect. The list is partial; the hit share may differ from the screen's.

The first ten records, ahead of the listing:
SMILES	RGS12 GoLoco inh	L3MBTL1 inh	TR SRC2 fluor cs	TRb-SRC2 inh	JMJD2E inh	Tau ThT inhib	Tau FP inhib	RECQ1 helicase
O=C(Nc1ccc2oc(-c3ccccc3F)nc2c1)c1ncn[nH]1	15%	.	-2%	1%	?	-15%	-8%	-16%
COc1ccc(CN2CCCCC2c2cccnc2)c(OC)c1C (centres undefined)	-3%	-1%	-1%	0%	2%	-8%	-1%	-1%
O=C1C(c2ccc(F)cc2)N(CCc2ccccc2)C(=O)CN1C1CCCCC1 (centres undefined)	.	.	-3%	-3%	.	-1%	8%	.
CCOC(=O)C1=C(CN2CCCCC2)NC(=O)NC1c1ccc(OC)cc1 (centres undefined)	.	.	-6%	0%	.	0%	-4%	.
COCC(C)n1c(C)cc(C(=O)COc2ccc(C)nc2[N+](=O)[O-])c1C (centres undefined)	7%	-16%	-2%	-1%	-1%	-13%	-4%	i
CCOc1ccc(NC(=O)CSc2nnc(C3CC3)n2C)cc1	-3%	3%	0%	0%	-4%	-4%	5%	8%
Cc1cccc(N2C(=O)CC(N3CCN(c4ccccn4)CC3)C2=O)c1 (centres undefined)	8%	-1%	0%	0%	4%	2%	6%	i
COc1cccc(-c2nn(C)c3sc(C(=O)NCCc4cccc(C)c4)cc23)c1	.	.	-4%	-1%	.	-5%	?	.
Cc1sc(NC(=O)c2cc3ccccc3oc2=O)c(C(=O)OC(C)C)c1-c1ccccc1	-1%	.	-1%	-25%	3%	-9%	-2%	-9%
O=C(O)/C=C/C(=O)NCc1csc2ccccc12	7%	12%	-3%	0%	-6%	-7%	-4%	-3%

Main list, previewed entries included:
SMILES	RGS12 GoLoco inh	L3MBTL1 inh	TR SRC2 fluor cs	TRb-SRC2 inh	JMJD2E inh	Tau ThT inhib	Tau FP inhib	RECQ1 helicase
O=C(Nc1ccc2oc(-c3ccccc3F)nc2c1)c1ncn[nH]1	15%	.	-2%	1%	?	-15%	-8%	-16%
COc1ccc(CN2CCCCC2c2cccnc2)c(OC)c1C (centres undefined)	-3%	-1%	-1%	0%	2%	-8%	-1%	-1%
O=C1C(c2ccc(F)cc2)N(CCc2ccccc2)C(=O)CN1C1CCCCC1 (centres undefined)	.	.	-3%	-3%	.	-1%	8%	.
CCOC(=O)C1=C(CN2CCCCC2)NC(=O)NC1c1ccc(OC)cc1 (centres undefined)	.	.	-6%	0%	.	0%	-4%	.
COCC(C)n1c(C)cc(C(=O)COc2ccc(C)nc2[N+](=O)[O-])c1C (centres undefined)	7%	-16%	-2%	-1%	-1%	-13%	-4%	i
CCOc1ccc(NC(=O)CSc2nnc(C3CC3)n2C)cc1	-3%	3%	0%	0%	-4%	-4%	5%	8%
Cc1cccc(N2C(=O)CC(N3CCN(c4ccccn4)CC3)C2=O)c1 (centres undefined)	8%	-1%	0%	0%	4%	2%	6%	i
COc1cccc(-c2nn(C)c3sc(C(=O)NCCc4cccc(C)c4)cc23)c1	.	.	-4%	-1%	.	-5%	?	.
Cc1sc(NC(=O)c2cc3ccccc3oc2=O)c(C(=O)OC(C)C)c1-c1ccccc1	-1%	.	-1%	-25%	3%	-9%	-2%	-9%
O=C(O)/C=C/C(=O)NCc1csc2ccccc12	7%	12%	-3%	0%	-6%	-7%	-4%	-3%
COc1ccc(N2CCN(C(=O)Cn3cnc4nc5c(cc4c3=O)CCCC5)CC2)cc1	.	.	-1%	1%	.	?	-9%	.
CN1CCN(C2=C(NS(=O)(=O)c3cccs3)C(=O)c3ccccc3C2=O)CC1	6%	-11%	-3%	1%	-5%	?	-19%	i
Cc1[nH]c(-c2ccco2)nc1C(=O)O	-6%	2%	-2%	0%	-25%	-2%	-2%	-10%
OCC1OC(c2ccc3c(c2)OCO3)C=CC1Oc1cc(Cl)cc(Cl)c1 (centres undefined)	.	.	1%[11.2 µM]	14%[11.2 µM]	.	-22%[11.5 µM]	0%[11.6 µM]	-22%[11.5 µM]
COCCCNC(=O)/C=C/c1cccc(Cl)c1	7%	2%	-6%	2%	2%	-11%	-7%	-14%
O=C(COC(=O)c1ccccc1)NCc1cccs1	-6%	7%	-2%	-2%	-1%	-3%	1%	i
NNc1ccc2c(C(F)(F)F)cc(C(F)(F)F)nc2n1	22%	7%	-1%	-14%	7%	?	-5%	-12%
CSCCC(NC(=O)c1ccccc1)C(=O)OCC(=O)c1ccc[nH]1 (centres undefined)	6%	-6%	-1%[53 µM]	4%[53 µM]	-6%	-3%	8%	15%
CCc1ccc(-c2cc(C(F)(F)F)n3nc(C(=O)Nc4cnn(Cc5ccc(C)cc5)c4)cc3n2)s1	4%	.	-1%	-2%	?	-4%	4%	-5%
Cc1ccccc1NC(=O)c1oc(=O)c2ccccc2c1-c1ccccc1	3%	-3%	-3%	0%	?	-3%	-6%	-9%
COc1nccc(Nc2ccccc2)c1C#N	0%	-1%	1%	-1%	-1%	-14%	-4%	i
Cc1ccc(Nc2cc(C)nc3nc(C)nn23)c(C)c1	-2%	2%	-2%	-1%	4%	-12%	0%	-2%
C/C(N)=C(/C#N)C(=O)CSc1nc2ccccc2c(=O)n1Cc1ccc(F)cc1	13%	?	-14%	4%	-14%	-15%	?	2%
CCOC(=O)N1CCN(C(=O)CCn2nc(-c3ccc(Cl)cc3)ccc2=O)CC1	9%	-5%	0%	-17%	-25%	-12%	5%	-3%
COc1ccccc1NC(=O)c1ccccc1-c1nc(-c2ccccc2OC)no1	-3%	0%	-2%	-3%	-3%	-9%	6%	-15%
CCN(CC(=O)NCCc1ccc(F)cc1)Cc1nc2ccccc2c(=O)[nH]1	3%	.	-2%	0%	-6%	3%	2%	0%
NCCCC(=O)N1c2ccccc2Sc2ccccc21	5%	0%	-1%	4%	6%	-4%	6%	-6%
CC1(C)CC(=O)C(CC(=O)NC(=O)NCc2ccccc2)=C(O)C1	-3%	20%[11.4 µM]	-4%	-6%	?	-4%	-4%	5%
COc1ccc(N2CCN(C(=O)CSc3nnnn3-c3ccc4c(c3)OCCO4)CC2)cc1	-6%	-9%	-5%	-2%	-2%	?	14%	-6%
COc1ccccc1NC(=O)C1=C(C)NC2=C(C(=O)CC(c3ccc(OC)c(OC)c3)C2)C1c1coc2ccccc2c1=O (centres undefined)	11%	-5%	-3%	-2%	-6%	-13%	-5%	-14%
COc1ccc(Cl)cc1NC(=O)c1cccnc1	10%	10%	-1%	-4%	3%	6%	-7%	-5%
O=C(CCC1CCCCC1)NNC(=O)c1cnccn1	8%	10%	-2%	-2%	-23%	-6%	-5%	0%
COc1ccc(CN(CCO)CCO)cc1[N+](=O)[O-]	6%	12%	-3%	1%	-4%	-13%	-17%	-2%
Cc1cccc(-n2c(C)nc3c(cnn3-c3ccc(F)cc3)c2=O)c1	9%	4%	2%	-17%	-7%	-8%	-1%	i
CCOC(=O)c1cc(-c2ccc(OC)cc2)n(CCC(=O)Nc2cccc(C)c2C)c1C	.	.	0%	-4%	.	1%	5%	.
COc1ccc(CN(Cc2ccco2)c2cnc(S(C)(=O)=O)nc2C(=O)Nc2ccc(C)c(C)c2)cc1	.	.	-24%	6%	.	-1%	-11%	.
Cc1c(Cl)cccc1NC(=S)N1CCN(c2ccc([N+](=O)[O-])cn2)CC1	2%	.	-4%	-2%	5%	.	-4%	-14%
Nc1nc(CSc2nnnn2-c2ccccc2)nc(N2CCCc3ccccc32)n1	-2%	-22%	1%	-12%	-9%	-1%	5%	i
COc1ccc(NC(=O)CC2C(=O)N(c3ccccc3)C(=O)N2CCC2=CCCCC2)cc1 (centres undefined)	.	.	-1%	7%	.	-3%	-9%	.
Cc1ccc(/C=N/OC(=O)c2nn(C)cc2Cl)cc1	3%	.	-1%	-3%	1%	?	2%	0%
COC(=O)c1cc(C)nc2c1c(=O)nc(SCc1ccccc1C)n2C1CC1	.	.	-2%	-2%	.	-5%	0%	.
Cc1nc(C)c(C(=O)N/N=C/c2c[nH]c3ccccc23)s1	7%	.	-7%	-12%	?	?	11%	i
CC(=O)c1ccc(NC(=O)COC(=O)CCC(=O)c2cccs2)cc1	11%	-2%	-27%	2%	-1%	-13%	-15%	-29%
Nc1c(-c2cccs2)cnn1-c1nc(-c2ccc(F)cc2)cs1	-1%	1%	1%	-5%	10%	-13%	3%	-2%
O=C(Nc1cc(Cl)c(O)c(Cl)c1)C1CCCO1 (centres undefined)	-34%	.	-8%	-7%	?	0%	3%	-8%
COCCCNC(=O)c1ccc(Cn2c(=O)c3ccccc3n(CC(=O)NCCc3ccc(OC)c(OC)c3)c2=O)cc1	-10%	.	1%	5%	-1%	-2%	-5%	1%
CC1CCN(C(=O)Cn2cc(C(=O)C3CC3)c3ccccc32)CC1	5%	10%	0%	3%	11%	-2%	-6%	i
CCS(=O)(=O)Nc1ccc(C(=O)CC2(O)C(=O)Nc3ccccc32)cc1 (centres undefined)	7%	10%	-5%	-3%	-6%	4%	3%	2%
O=C(COC(=O)c1n[nH]c(=O)c2ccccc12)c1ccc(Br)cc1	20%	-6%	3%	4%	-8%	-15%	-15%	-2%
Fc1ccccc1NC(=S)Nc1cccnc1	15%	-4%	-3%	1%	-25%	-2%	2%	i

Fetched one by one from above:
SMILES	RGS12 GoLoco inh	L3MBTL1 inh	TR SRC2 fluor cs	TRb-SRC2 inh	JMJD2E inh	Tau ThT inhib	Tau FP inhib	RECQ1 helicase
Cc1c(Cl)cccc1NC(=S)N1CCN(c2ccc([N+](=O)[O-])cn2)CC1	2%	.	-4%	-2%	5%	.	-4%	-14%
COc1ccc(NC(=O)CC2C(=O)N(c3ccccc3)C(=O)N2CCC2=CCCCC2)cc1 (centres undefined)	.	.	-1%	7%	.	-3%	-9%	.
